# CCT chaperon mod = modulators of cytosolic chaperonin (CCT/TRiC) activity | purified chaperonin ATPase assay, HTRF ADP detection, 30 min | activity change, % (concentration not given with the values), hits read low | 360,000 compounds, 0.3% hits; in the data active = activity change below about -30%; note: % is set by controls: 0 for no effect and ±100 for the full control effect
#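 ATPase activity: ADP formed was measured by HTRF Transcreener (665/615 nm ratio) after 30 min at 37 deg C with 10 uM ATP. Compounds screened at one 76 uM concentration against 40 or 20 nM TRiC in Tris pH 7.4/KCl/MgCl2/DTT buffer.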
# EPAC2 ag = agonists of human EPAC2 (RAPGEF4); Q8WZA2; EPAC2 activation, biochemical qHTS; response scale: 100% = 6.5 mM cAMP response; Potency, µM (series often up to 154 µM), for the others: at the highest dose activation, usual class: activators; 360,000 compounds, 0.079% hits; AID 720711; note: potency is the fitted concentration of half-maximal effect; nearly all actives have a fitted effect of over 50% in size
#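 Each well held 100 nM EPAC2, 250 nM RAP1B-BODIPY-GDP and 50 uM GDP. Fluorescence, read at 5-min intervals to 30 min, was referenced to a 6.5 mM cAMP positive control.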
# WRN inhibitor = inhibitors of human WRN helicase. Q14191. WRN helicase unwinding, fluorescent forked duplex, kinetic. Potency, µM (series often up to 114 µM), without a hit: at the top dose activity change, negative = inhibition, actives largely listed as inhibitors. 360,000 compounds, 0.46% hits; note: potency is the fitted concentration of half-maximal effect; % is set by controls: 0 for no effect and ±100 for the full control effect; nearly all actives have a fitted effect of over 55% in size
#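 WRN at 20 nM final was preincubated with compound for 15 min at room temperature; reaction started with 100 nM forked duplex oligonucleotide carrying fluorophore and quencher plus 2 mM ATP (final). Unwinding followed kinetically by red fluorescence (ex 525/em 598 nm).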
# IL2 activator = activates IL-2 in a cell-based reporter assay. IL-2 activation reporter assay, cell-based qHTS; stimulated with anti-CD3/CD4/CD28 beads; in transgenic mouse T cells. activation, % (series mostly up to about 46 µM). 360,000 compounds, 0.065% hits; in the data active = activation above about 50%; inconclusive = mostly about 30% to 49%; note: 0% is about no effect
#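 Screening format: compound pinned onto unstimulated transgenic mouse T cells, 60 min incubation, then anti-CD3/anti-CD4/anti-CD28 bead stimulation for 18 hours at 37 degrees C, followed by EGFP and DsRed detection.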
# EPAC1 agonist = activates human EPAC1 exchange factor. AID 720707. O95398. 360,000 compounds, 0.073% hits. Potency, µM (top dose mostly 154 µM), for the others: at the highest dose activation, actives largely listed as activators. EPAC1 agonist qHTS, biochemical assay; response scale: 100% = response to 6.5 mM cAMP; note: potency is the fitted concentration of half-maximal effect; nearly all actives have a fitted effect of over 60% in size
# Target sequence (O95398 whole entry, looked up): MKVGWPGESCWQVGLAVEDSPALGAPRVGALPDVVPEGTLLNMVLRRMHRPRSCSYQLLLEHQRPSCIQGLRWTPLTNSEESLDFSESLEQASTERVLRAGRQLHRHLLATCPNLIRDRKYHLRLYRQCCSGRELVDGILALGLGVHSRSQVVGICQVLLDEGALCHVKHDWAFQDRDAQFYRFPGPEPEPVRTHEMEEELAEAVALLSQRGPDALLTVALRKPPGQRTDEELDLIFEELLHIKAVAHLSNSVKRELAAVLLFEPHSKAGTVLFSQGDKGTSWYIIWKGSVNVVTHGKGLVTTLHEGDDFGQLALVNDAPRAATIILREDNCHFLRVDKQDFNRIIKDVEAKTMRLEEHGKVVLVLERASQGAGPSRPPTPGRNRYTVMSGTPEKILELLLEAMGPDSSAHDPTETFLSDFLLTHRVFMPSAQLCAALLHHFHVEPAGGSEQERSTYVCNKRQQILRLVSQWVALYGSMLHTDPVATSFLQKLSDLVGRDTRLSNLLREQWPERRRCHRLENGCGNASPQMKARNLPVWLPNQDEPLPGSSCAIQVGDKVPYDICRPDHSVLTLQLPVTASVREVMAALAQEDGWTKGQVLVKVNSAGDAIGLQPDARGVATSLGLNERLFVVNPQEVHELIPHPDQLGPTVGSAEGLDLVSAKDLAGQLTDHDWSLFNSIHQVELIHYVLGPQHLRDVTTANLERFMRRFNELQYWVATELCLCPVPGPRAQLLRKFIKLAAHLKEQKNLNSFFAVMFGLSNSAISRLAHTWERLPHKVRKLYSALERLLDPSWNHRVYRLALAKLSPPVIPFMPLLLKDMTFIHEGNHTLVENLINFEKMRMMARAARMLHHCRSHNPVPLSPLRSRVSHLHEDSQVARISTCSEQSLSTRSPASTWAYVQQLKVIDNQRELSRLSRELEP
#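 Nucleotide exchange assay: 100 nM EPAC1 with 250 nM Rap1B loaded with BODIPY-GDP and 50 uM GDP, room temperature. Fluorescence (480/540 nm) read every 5 min for 30 min; signal change normalized to 6.5 mM cAMP as full agonist.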
# PI5P4K alpha inh = blocks human PI5P4K alpha kinase activity. 330,000 compounds, 1.2% hits. max response, %. P48426. PI5P4Kalpha enzyme, ADP-Glo luminescence, 60 min; hits give low values; active = max response of -50% or lower; inconclusive = between -30% and -50%; inactive = -30% or higher; note: value at the top dose of about 77 µM; % is set by controls: 0 for no effect and ±100 for the full control effect
#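 ADP-Glo luminescence end-point after a 60 min room-temperature kinase reaction. PI5P4Kalpha and substrate in HEPES pH 7.4 buffer with EGTA, 0.1% CHAPS and 5% DMSO; ATP at 5 microM final.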
# EPAC1 antag = antagonists of human EPAC1; 360,000 compounds, 0.14% hits; Potency, µM (doses to about 115 µM), inactives show at the highest dose activity change, negative = inhibition, actives largely listed as inhibitors; EPAC1 GEF assay, Rap1b-BODIPY-GDP exchange fluorescence; O95398;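 note: potency is the fitted concentration of half-maximal effect; plate controls were vehicle for no effect and positive control for full effect; nearly all actives have a fitted effect of over 50% in size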
# PLK1 PBD block = blocks phosphopeptide binding to human PLK1 polo-box domain; P53350; Plk1 PBD binding of FITC phosphopeptide, fluorescence polarization; Potency, µM, without a hit: max response, negative = inhibition, hits mostly inhibitors; 360,000 compounds, 2.8% hits; AID 720504; note: potency is the fitted concentration of half-maximal effect; series mostly up to about 57 µM; % is set by controls: 0 for no effect and ±100 for the full control effect; nearly all actives have a fitted effect of over 65% in size
# * marks the source's active call; other numbers are inactive results; u = inconclusive; x = no result given; [ ] = dose if it differs, or a comment. Unless noted, calls come from the whole dose curve; as a rule, active = well fitted curve in the direction sought with a large enough effect; inconclusive = small, poorly fitted or top-dose-only effect, or another doubt; inactive = no such curve, though single readings can be large; an effect the other way counts as inactive or inconclusive. Only part of the results is shown (hit frequency here may not be typical).
SMILES,CCT chaperon mod,EPAC2 ag,WRN inhibitor,IL2 activator,EPAC1 agonist,PI5P4K alpha inh,EPAC1 antag,PLK1 PBD block
NC(=O)CSc1nc(C23CC4CC(CC(C4)C2)C3)nc2ccccc12,-2.9,3%,5%,-2.0,2%,2,4%,2%
CC(C)OCCCn1c(=O)c2ccccc2n2c(CCC(=O)O)nnc12,-1.1,11%,-9%,-2.0,-2%,5,-8%,-1%
O=c1[nH]c2cc3c(cc2cc1CN(Cc1ccc2c(c1)OCO2)Cc1nnnn1CC1CCCO1)OCO3 (configuration not stated),0.0,9%,-11%,-1.9,6%,x,-12%,-6%
COC(c1ccccc1)c1nnc(CCC(=O)N(C)C(C2CC2)C2CC2)o1 (configuration not stated),-0.9,-2%,-23%[57.1 µM],-2.2,4%,-1,-26%,-4%
CN(C)CC(O)CN(c1ccccc1)c1ccccc1 (configuration not stated),-0.9,-1%,1%,-1.7,-1%,0,30%[activator],3%
COc1cccc(-c2nc(CS(=O)(=O)CC(=O)N3CCc4ccccc4C3)c(C)o2)c1,1.6,6%,-11%,-1.3,4%,-3,-14%,-13%
CCOc1ccccc1NS(=O)(=O)c1csc(C(N)=O)c1,-6.2,4%,5%,-3.1,3%,0,1%,4%
CCCS(=O)(=O)Nc1c(C(=O)O)[nH]c2ccc(OC)cc12,-0.8,8%,7%,-3.6,2%,-17,17%,-1%
O=C(COC(=O)[C@@H]1CC(O)CN1S(=O)(=O)c1ccc2c(c1)OCCO2)Nc1cc(F)ccc1F (some centres not stated),0.7,3%,-2%,2.0,-9%,-5,10%,-1%
COc1ccc(NC(=O)CSCC(=O)Nc2cccc(S(=O)(=O)N3CCCCCC3)c2)cc1,0.8,8%,-11%,-5.7,8%,3,-24%,-1%
O=S(=O)(Nc1cc(Cl)ccc1-n1cncn1)c1cc(Br)ccc1Br,-0.2,-5%,-3%,-0.6,-5%,-6,-7%,-13%
COc1ccc(NC(=O)C2(C)CCN2Cc2ccc(C(C)C)cc2)cc1OC (configuration not stated),-1.3,8%,-4%,-0.6,-7%,2,-8%,0%
CCN(CC(=O)Nc1ccc(NC(C)=O)cc1)C(=O)C1CC(=O)N(CCc2ccc(OC)c(OC)c2)C1 (configuration not stated),-4.9,3%,-6%,2.0,-7%,-5,-3%,2%
Nc1nc(=S)ss1,-2.6,11%,-31%,-0.8,8%,-17,8%,24µM*
COCCNc1nc2c(c(=O)n(Cc3ccccc3F)c(=O)n2C)n1C,-1.9,8%,5%,-0.3,2%,0,5%,-12%
COc1ccc(C(C(=O)NC2CCCCC2)N(C(=O)c2csnn2)C2CC2)cc1 (configuration not stated),-0.3,-8%,9%,-0.5,-9%,-4,0%,2%
N#Cc1ccc(NC(=O)CN2C(=O)NC(Cc3ccccc3)C2=O)cc1 (configuration not stated),-3.4,8%,6%,-2.0,2%,1,-2%,-9%
COCCN1CCc2c(C)nc3c(-c4ccc(OC)c(OC)c4)cnn3c21,-1.0,-10%,-8%,-1.4,3%,-4,2%,-7%
CCC(NC(=O)C(C)NC)C(=O)N1CCCC1C(=O)NC1CCCc2ccccc21 (configuration not stated),1.0,-5%,9%,-0.1,-12%,0,2%,9%
COc1ccc(CCNC(=O)c2ccc([N+](=O)[O-])cc2Cl)cc1OC,0.1,5%,-7%,-3.1,9%,4,-5%,0%
COCCCNC(=S)NC(=O)c1ccc(C)cc1,-2.3,-9%,6%,0.7,3%,-1,-1%,-6%
OCc1ccc(-c2nn(Cc3ccccc3)c3ccccc23)o1,0.7,13%,-2%,0.4,-1%,2,-25%,-13%
COc1ccccc1CNC(=O)c1c(-c2ccccc2)nn(-c2ccccc2)c1C,-0.3,10%,-11%,-0.9,13%,-1,-1%,u
CSCCC(NC(=O)c1ccccc1Br)C(=O)N1CCN(C(C)=O)CC1 (configuration not stated),-22,-1%,-3%,0.5,7%,3,-7%,1%
c1ccc(N2CCN(c3nc4cc5c(cc4s3)OCO5)CC2)cc1,-2.0,5%,-2%,0.0,2%,-8,1%,27µM*

# Looked up one by one from the entries so far, five records:
SMILES,CCT chaperon mod,EPAC2 ag,WRN inhibitor,IL2 activator,EPAC1 agonist,PI5P4K alpha inh,EPAC1 antag,PLK1 PBD block
COc1ccc(C(C(=O)NC2CCCCC2)N(C(=O)c2csnn2)C2CC2)cc1 (configuration not stated),-0.3,-8%,9%,-0.5,-9%,-4,0%,2%
CSCCC(NC(=O)c1ccccc1Br)C(=O)N1CCN(C(C)=O)CC1 (configuration not stated),-22,-1%,-3%,0.5,7%,3,-7%,1%
c1ccc(N2CCN(c3nc4cc5c(cc4s3)OCO5)CC2)cc1,-2.0,5%,-2%,0.0,2%,-8,1%,27µM*
N#Cc1ccc(NC(=O)CN2C(=O)NC(Cc3ccccc3)C2=O)cc1 (configuration not stated),-3.4,8%,6%,-2.0,2%,1,-2%,-9%
CN(C)CC(O)CN(c1ccccc1)c1ccccc1 (configuration not stated),-0.9,-1%,1%,-1.7,-1%,0,30%[activator],3%

# Further records.
SMILES,CCT chaperon mod,EPAC2 ag,WRN inhibitor,IL2 activator,EPAC1 agonist,PI5P4K alpha inh,EPAC1 antag,PLK1 PBD block
Cc1cccc(CNC(=O)c2cc(S(=O)(=O)N3CCOCC3)cn2C)c1,0.3,0%,-3%,0.6,-1%,2,-10%,-2%
COc1ccccc1NS(=O)(=O)c1ccc(C(=O)N2CCN(c3ccccn3)CC2)cc1,-2.0,1%,-3%,2.6,-6%,-4,-11%,-8%
CCN(CC)C(=O)c1c[nH]c2ccc(S(=O)(=O)Nc3cc(C)cc(C)c3)cc2c1=O,-3.8,1%,-7%,0.3,5%,0,11%,-16%
COc1ccc(N2C(=O)CC(Sc3ncn[nH]3)C2=O)c(OC)c1 (configuration not stated),-0.5,11%,-13%,-1.6,11%,x,-1%,30µM*
COc1cc(NCCCC(C)N)c2ncccc2c1 (configuration not stated),0.6,6%,u,1.8,0%,-3,u,-19%
COc1ccc(Cc2nnc(SCC(=O)NCCc3ccccc3)o2)cc1,-4.1,6%,6%,-0.5,-1%,7,7%,0%
CCOc1cccc(C(=O)Nc2cnn(Cc3ccccc3)c2)c1,-1.7,-19%,1%,-0.8,5%,8,-10%,-11%
CCCCOc1ccc(OCCNC(=O)C2CCCN2C(=O)Nc2ccccc2)cc1 (configuration not stated),0.7,-4%,-1%,0.4,-10%,3,-26%,-8%
Cc1ccc(-c2csc(C(O)c3ccc(F)cc3)n2)cc1C (configuration not stated),-3.1,18%,-9%,-0.6,-8%,9,-27%,-4%
CCOc1cc(S(=O)(=O)N(CC)CC)ccc1Br,1.7,-9%,-16%,-1.3,3%,1,-24%,-1%
Cc1cccc(C)c1OCC(=O)N/N=C/c1ccncc1,-3.2,7%,2%,-3.8,4%,4,-2%,-17%
O=C(NNC(=O)c1nc(Cl)ccc1Cl)c1ccc(F)cc1,-1.0,7%,12%,-0.8,-4%,0,6%,1%
CCOC(=O)CSc1nc(N)c(C#N)cc1C#N,-0.9,13%,0%,11,8%,-4,12%,-15%
COc1ccc(Nc2nnc(-c3ccc(C(=O)NCCO)cc3)c3ccccc23)cc1,-1.6,3%,-6%,-2.3,-1%,-3,-30%,-10%
N#C/C(=C\c1ccc(OCCN2CCOCC2)cc1)C(=O)Nc1ccccc1F,-1.8,12%,-27%,2.2,-11%,-2,2%,-21%
CC(=O)Nc1ccc2nc(N)sc2c1,1.4,5%,-8%,-0.3,1%,-4,1%,-8%
O=C(O)c1cc(C2CC2)nc2ccccc12,-0.6,3%,6%,0.2,10%,-1,14%,-9%
Cc1ccnc(Nc2cccnc2)n1,-1.5,5%,9%,-0.5,-5%,-2,-6%,-5%
COc1ccc(CCNc2nnc(C)c(=O)[nH]2)cc1OC,-3.9,4%,-4%,0.5,-1%,x,15%,3%
CC1=NN(C(=O)c2ccc(Cn3cc(Br)c([N+](=O)[O-])n3)o2)C(O)(C(F)(F)F)C1 (configuration not stated),0.3,5%,-15%,1.8,-2%,-6,2%,-8%
COc1cccc(C(C)(O)c2nc(-c3ccc(F)c(Cl)c3)cs2)c1 (configuration not stated),-0.5,5%,0%,-0.5,-5%,39,-27%,-3%
CCOC(=O)N1CCC(n2c(SCC(=O)Nc3nccs3)nc3ccsc3c2=O)CC1,-0.5,-4%,-13%,-0.2,-6%,x,-3%,-4%
CC(C)(C)C(=O)N1CCN(c2ncnc3scc(-c4ccccc4)c23)CC1,0.9,0%,-6%,-1.2,2%,-1,-15%,6%
O=C(O)CCSc1nc2ccccc2n1CCOc1ccccc1,2.1,4%,1%,-2.1,3%,x,1%,-3%
O=C(Cn1c(C(F)(F)F)nc2ccccc21)c1ccc(F)cc1,2.1,0%,-10%,-0.6,-2%,3,4%,-6%
SMILES,CCT chaperon mod,EPAC2 ag,WRN inhibitor,IL2 activator,EPAC1 agonist,PI5P4K alpha inh,EPAC1 antag,PLK1 PBD block
CCc1nc2ccccc2c(NC(=O)CN2CC(C)CC(C)C2)c1C (configuration not stated),-10,3%,0%,-1.6,2%,6,-20%,-1%
COc1ccccc1NC(=O)C1CCN(S(=O)(=O)c2cccc3nonc23)CC1,1.9,7%,2%[57.1 µM],-0.3,-5%,-6,7%,-1%
O=C1CCC/C1=C\Nc1ccc(Cl)c([N+](=O)[O-])c1,-2.5,1%,u,-2.3,-3%,-11,-17%,0%
O=C(O)c1ccc(COc2ccc3ccccc3c2/C=C2/NC(=O)N(Cc3ccc(F)cc3)C2=O)cc1,-1.0,-3%,79µM*,1.4,7%,5,u,u
CCn1ncc(C2=NOC(C(=O)Nc3ccc4c(c3)OCO4)C2)c1C (configuration not stated),-0.1,-2%,-3%,-1.9,-4%,x,15%,-9%
COc1ccc(C)cc1NC(=O)COC(=O)Cc1ccc(-c2ccccc2)cc1,-3.4,11%,-5%,-1.6,12%,-3,-10%,-4%
Cc1ccc2c(c1)N(CC(=O)N1CCC(O)CC1)C(=O)CO2,0.1,3%,-11%,0.8,5%,11,-18%,-2%
O=C(COC(=O)C1CC(=O)N(c2ccc3c(c2)OCCO3)C1)Nc1ccc2c(c1)CCC2 (configuration not stated),-2.5,0%,-8%[57.1 µM],3.4,4%,6,5%,-6%
Cc1ccc(S(=O)(=O)N(C)c2ccc(OC(=O)CN3C(=O)NC(C)(c4ccccc4)C3=O)cc2)cc1C (configuration not stated),1.9,7%,-12%,-0.4,2%,3,16%,-13%
S=C1SCCN1Cc1ccccc1,0.0,-2%,2%,-1.7,2%,15,-3%,0%

# Screening results as filed in PubChem.
